RORA act = activates the human nuclear receptor RORA; P35398; CHO-K1 Gal4-RORA LBD luciferase reporter, luminescence; percent increase over mock-subtracted basal signal; activation, % at 10 µM; 65,000 tested, 1.5% active;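 active means activation above the mean of all tested compounds plus 3 SD, cut at about 49% in these data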;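 further: 0% = DMSO-treated RORA cells and 100% = added signal equal to DMSO minus mock-transfected cells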
TNAP act DEA = human TNAP activation, intermediate phosphate acceptor. 64,000 tested, under 10 active. P05186. activation factor at 20 µM. purified TNAP, CDP-star luminescence, 100 mM DEA, 30 min; hits give high values; scale: 0 levamisole-inhibited, 1 vehicle-only enzyme;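 active means activation factor of at least 2 at 20 µM, relative to controls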
Target sequence (P05186 whole entry, looked up): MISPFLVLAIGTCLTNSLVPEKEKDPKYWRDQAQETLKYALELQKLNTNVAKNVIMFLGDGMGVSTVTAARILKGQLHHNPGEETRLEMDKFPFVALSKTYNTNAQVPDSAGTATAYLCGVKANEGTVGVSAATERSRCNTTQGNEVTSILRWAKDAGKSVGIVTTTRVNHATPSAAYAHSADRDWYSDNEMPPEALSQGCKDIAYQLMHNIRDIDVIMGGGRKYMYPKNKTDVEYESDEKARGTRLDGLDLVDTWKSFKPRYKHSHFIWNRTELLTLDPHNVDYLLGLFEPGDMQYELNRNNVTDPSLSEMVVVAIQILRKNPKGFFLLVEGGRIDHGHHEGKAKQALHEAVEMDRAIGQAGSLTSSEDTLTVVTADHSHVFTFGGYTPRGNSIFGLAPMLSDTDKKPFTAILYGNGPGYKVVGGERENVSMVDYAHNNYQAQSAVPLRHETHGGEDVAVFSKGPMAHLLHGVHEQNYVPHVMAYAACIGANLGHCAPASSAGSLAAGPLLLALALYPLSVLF
M1 antagonist = antagonists of rat M1 muscarinic receptor; CHO-M1 cells, Fluo-4 calcium, ACh EC80 antagonist mode; hits give low values; 64,000 tested, 3.4% active; AID 628; P08482; B-score at 10 µM;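 active means calcium fluorescence response, raw or row-and-column corrected B-score, differing from the plate sample mean either way at a set confidence level, mostly lower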
Target sequence (P08482 whole entry, looked up): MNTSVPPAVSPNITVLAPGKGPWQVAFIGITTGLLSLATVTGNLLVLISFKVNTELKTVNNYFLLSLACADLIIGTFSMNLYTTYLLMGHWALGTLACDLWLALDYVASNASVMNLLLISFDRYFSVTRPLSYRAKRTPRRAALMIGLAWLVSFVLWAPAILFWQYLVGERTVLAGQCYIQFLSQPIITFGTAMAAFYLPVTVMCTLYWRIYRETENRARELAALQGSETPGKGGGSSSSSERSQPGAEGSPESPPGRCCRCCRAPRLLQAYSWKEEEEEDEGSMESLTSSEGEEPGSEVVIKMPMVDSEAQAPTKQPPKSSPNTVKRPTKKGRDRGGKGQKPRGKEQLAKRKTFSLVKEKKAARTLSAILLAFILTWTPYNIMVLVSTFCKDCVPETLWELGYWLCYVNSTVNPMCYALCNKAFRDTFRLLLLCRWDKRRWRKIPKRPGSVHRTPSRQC
NADH coupling = inhibitors of enzymes used to reach an NAD/NADH endpoint; AID 774; 65,000 tested, 0.02% active; IC50, µM (highest dose often 10 µM), without a hit: at the highest dose inhibition; coupled PK/LDH NADH assays, four targets;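 active means single-dose screening hits from any of four coupled enzyme assays that gave an IC50 when retested across doses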;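 further: the DPM-DC format reads NADH fluorescence rather than 340 nm absorbance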
Fluor 339 460 = intrinsic fluorescence of library compounds, ex339/em460 – biochemical, MLSMR library, data from DPM-DC assay, artefact control, profiling panel; compound autofluorescence, ex339/em460 nm, NADH buffer; hits give high values; 1 = no-compound wells, NADH background; fluorescence fold increase at 10 µM; 65,000 tested, 5.5% active; AID 709;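 active means at 10 µM, mean starting fluorescence two-fold or more over control wells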;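 further: signal is the first read of a kinetic run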
SF-1 act = activates the human nuclear receptor SF-1; CHO-K1 Gal4-SF-1 LBD luciferase reporter; % increase over DMSO SF-1-specific signal; activation, % at 10 µM; 65,000 tested, 1.9% active; AID 522;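 active means activation above the mean activation of all tested compounds plus 3 SD, cut at about 50% in these data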
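Test system: CHO-K1 cells co-transfected with Gal4 DBD–human SF-1 LBD, 5xGal4 luciferase reporter. Quantity: 4,000 cells per well. Compound: 10 µM only. Incubation: compound added 1 h post-seeding, 20 h exposure at 37 °C, 5% CO2. Detection: SteadyLite luciferase luminescence. Replication: one test per compound.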
Ecoli tolC = growth inhibitors of E. coli BW25113 tolC mutant; growth inhibition, % at 10 µM (by protocol); OD615; 65,000 tested, 2.2% active;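 active means growth inhibition at or above a cutoff equal to the mean over every tested compound plus 3 SD, cut at about 60% in these data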;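 further: growth measured after 20 h incubation at 37 °C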
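Assay system: tolC-deleted E. coli BW25113. Medium: kanamycin-containing LB broth (50 µg/mL). Dosing: 10 µM final, single dose. Timing: bacterial growth with compound for 20 h at 37 °C. Detection: A615 absorbance measurement. Read-out basis: growth inhibition in percent.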
M1 agonist = agonists of M1 muscarinic receptor. CHO-M1 cells, Fluo-4 calcium fluorescence, agonist mode; hits give high values. B-score at 10 µM. 64,000 tested, 3% active. AID 626;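 active means fluorescence rise, raw or as B-score row- and column-corrected plate score, outside the 99.7% band of its plate's samples, either direction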
Ec RNAP inh = blocks E. coli RNA polymerase transcription. P0A8V2. fluorescence transcription assay. inhibition, %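 (tested at 10 µM)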. 62,000 tested, 0.2% active. AID 559; in the data active means inhibition above about 20%;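 further: 0% = enzyme without compound and 100% = no enzyme blank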
Numbers without * were called inactive; nt = not tested or not shown; [ ] = another dose, or the depositor's remark.

1: Cn1c(-c2ccc3c(c2)OCO3)cnc1N
2: COc1cccc(-n2c(SCC(=O)N3CCOCC3)nc3c([nH]c4ccccc43)c2=O)c1
3: COc1ccc(-c2c3c(=O)n(C)c(=O)n(C)c3cn2-c2ccccc2)cc1
4: Cn1c(=O)c2cc(S(=O)(=O)NCCC(=O)NCCC3=CCCCC3)ccc2n(C)c1=O
5: CC12CCC(C(=O)O)(c3nc(C#N)c(C#N)nc31)C2(C)C (stereo not drawn)
6: COCCNC(=O)Cn1cnc2sc(C)c(S(=O)(=O)N3CCC(C)CC3)c2c1=O
7: CCNS(=O)(=O)c1ccc(OCCNS(C)(=O)=O)cc1
8: O=C(CSc1nnc(-c2ccccc2)n1Cc1ccccc1)NC1CC1

compound no.,1,2,3,4,5,6,7,8
RORA act,0,-1,0,-15,-2,-10,-8,-5
TNAP act DEA,1,nt,0.9,0.9,0.9,1.1,0.9,1
M1 antagonist,-0.52,-1.2,-0.01,0.6,0.36,-0.13,1.5,0.11
NADH coupling,4%,1%,12%[fluoresces],5%,4%,6%,5%,4%
Fluor 339 460,1,1.1,3.8*,1.1,0.99,1,1.1,1.1
SF-1 act,-5,11,-22,-12,-2,-5,2,4
Ecoli tolC,91*,-7,96*,-3,nt,-16,-2,-5
M1 agonist,0.52,0.44,2.2*,1.3,0.48,0.63,0.16,1.1
Ec RNAP inh,13,nt,3,6,10,4,7,5

9: O=C(CC1(O)C(=O)N(CN2CCOCC2)c2ccccc21)c1ccccc1 (stereo not drawn)
10: CCNC(=O)COC(=O)c1ccc(S(=O)(=O)N2CCCCCC2)cc1
11: COC(=O)c1ccc2c(=O)n(CCO)c(=S)[nH]c2c1
12: Cc1ccccc1-n1nc2c(c1NC(=O)c1c(-c3ccccc3Cl)noc1C)CS(=O)(=O)C2
13: COc1ccccc1CN(CC(=O)NCC1CCCO1)C(=O)CNS(=O)(=O)c1ccc(C)cc1 (stereo not drawn)
14: Cc1ccc(-c2cc(C(=O)OCC(=O)Nc3cc(C)on3)c3ccccc3n2)c(C)c1
15: COc1ccc(-n2c(=O)c3ccccc3n(CC(=O)Nc3cc(C)on3)c2=O)cc1OC
16: COc1ccc(-c2nc3c(n2O)CCC/C3=N\O)cc1

compound no.,9,10,11,12,13,14,15,16
RORA act,nt,2,20,2,-28,-5,-15,nt
TNAP act DEA,0.9,1,0.9,1,0.9,1.1,1,1
M1 antagonist,nt,-0.096,0.06,-0.48,1.4,0.79,nt,-0.43
NADH coupling,1%,5%,6%,8%,0%,9%,4%,3%
Fluor 339 460,1.1,1.1,1.1,1.1,1.1,1,1.1,1.2
SF-1 act,nt,8,1,-1,8,7,1,nt
Ecoli tolC,-8,-16,-15,-1,-5,-21,-9,-4
M1 agonist,nt,-0.065,1.4,-0.67,0.96,0.55,nt,0.98
Ec RNAP inh,1,6,-1,6,10,-2,0,5

Arranged by value in M1 agonist (ascending): 4 of the compounds above.
cpd	Compound	M1 agonist
12	Cc1ccccc1-n1nc2c(c1NC(=O)c1c(-c3ccccc3Cl)noc1C)CS(=O)(=O)C2	-0.67
10	CCNC(=O)COC(=O)c1ccc(S(=O)(=O)N2CCCCCC2)cc1	-0.065
13	COc1ccccc1CN(CC(=O)NCC1CCCO1)C(=O)CNS(=O)(=O)c1ccc(C)cc1 (stereo not drawn)	0.96
16	COc1ccc(-c2nc3c(n2O)CCC/C3=N\O)cc1	0.98

Going on with the list:
17: CCOC(=O)C1CCCN(S(=O)(=O)c2cc(OCC(N)=O)c(C)cc2Cl)C1 (stereo not drawn)
18: O=C1c2ccccc2C(O)N1Cc1ccc2c(c1)OCO2 (stereo not drawn)
19: CC(C)COC(=O)C(N)C(C(=O)OCC(C)C)c1ccccc1 (stereo not drawn)
20: O=C(/C=N/O)NCCCN1CCOCC1
21: O=C(NC1CCCCCC1)c1cccc(N2CCCC2=O)c1
22: CCN1C2=NCCCN2c2ccccc21
23: C=CCN1C(=O)C(O)(CC(=O)c2ccc(-n3cccc3)cc2)c2ccccc21 (stereo not drawn)
24: CCOc1ccc(-c2n[nH]c(C)c2Oc2ccccc2OC)c(O)c1

compound no.,17,18,19,20,21,22,23,24
RORA act,-7,-21,-4,-22,21,0,10,20
TNAP act DEA,0.9,0.9,0.9,0.9,0.9,0.9,0.9,1.1
M1 antagonist,-0.23,0.33,-0.073,0.17,-0.011,0.013,-1.1,0.25
NADH coupling,5%,9%,4%,2%,5%,3%,1%,6%
Fluor 339 460,1.1,1.1,1,1.1,1.1,1.1,1.1,1.1
SF-1 act,8,14,1,5,33,1,9,-12
Ecoli tolC,17,8,5,-1,-15,-7,14,95*
M1 agonist,-1.7,-0.79,-0.4,-0.59,0.89,-0.41,-0.34,0.018
Ec RNAP inh,5,5,9,5,2,2,16,0

Another view of some results above.
Second line of a record – RORA act, TNAP act DEA, M1 antagonist, NADH coupling, Fluor 339 460, SF-1 act, Ecoli tolC, M1 agonist, Ec RNAP inh
23) C=CCN1C(=O)C(O)(CC(=O)c2ccc(-n3cccc3)cc2)c2ccccc21 (stereo not drawn)
→ 10, 0.9, -1.1, 1%, 1.1, 9, 14, -0.34, 16
24) CCOc1ccc(-c2n[nH]c(C)c2Oc2ccccc2OC)c(O)c1
→ 20, 1.1, 0.25, 6%, 1.1, -12, 95*, 0.018, 0

The listing continues:
25: Fc1ccc(C2C3=C(Nc4ncnn42)c2ccccc2OC3c2ccncc2)cc1 (stereo not drawn)
26: Cc1ccc2cc(CCNC(=O)c3ccco3)c(=O)[nH]c2c1
27: Cc1ccc(S(=O)(=O)NCCC(=O)Nc2nnc(C3CC3)s2)cc1C
28: Cc1onc(-c2ccccc2)c1C(=O)Nc1cccc(OC(C)C)c1
29: CCN1c2ccccc2NC2C1C(C(C)=O)C(=O)N2c1ccc(Cl)cc1 (stereo not drawn)
30: COc1cc2nc(C3CC3)n(NC(=O)c3ccc(Cl)cc3)c(=O)c2cc1OC
31: O=C(CCCC1=NS(=O)(=O)c2ccccc2N1)N1CCN(c2ccc(Cl)cc2)CC1
32: O=C(c1ccc(Cl)cc1)N1CCCCC(Sc2nnc(-c3ccc4c(c3)OCO4)o2)C1=O (stereo not drawn)

compound no.,25,26,27,28,29,30,31,32
RORA act,-23,77*,-1,10,6,14,12,-76
TNAP act DEA,0.8,nt,0.8,nt,0.9,1,1.1,0.9
M1 antagonist,-0.56,-1.2,1.7,-0.075,-0.32,-0.7,-0.21,-0.0053
NADH coupling,4%,6%,4%,2%,5%,5%,2%,3%
Fluor 339 460,1.3,1.3,1.1,1.1,1.2,1.1,1,1
SF-1 act,0,64*,-10,-4,-5,32,18,-89
Ecoli tolC,7,29,8,40,29,4,13,14
M1 agonist,-0.48,1.4,-0.35,-0.42,1.8,-1.1,1.6,-0.0068
Ec RNAP inh,5,nt,4,nt,-9,8,8,-3

33: COC(=O)c1ccccc1NC(=O)c1cnc2sccn2c1=O
34: CCOc1ccccc1C(=O)NC1CC2CCCC(C1)N2Cc1nnnn1Cc1ccco1 (stereo not drawn)
35: CCC(C)(C(=O)NC1CCCC1)N(Cc1cccs1)C(C)=O (stereo not drawn)
36: Cc1cc(C)c(C#N)c(N2CCSCC2)n1
37: Cn1c(C(=O)NCCCN2CCN(c3cccc(Cl)c3)CC2)cc2c(=O)n(C)c3ccccc3c21
38: CC(=O)N1CCc2cc(S(=O)(=O)Nc3ccccc3N3CCN(C)CC3)ccc21
39: O=C(NC1CCCCC1)NC1CC2CCC(C1)N2C(=O)NC1CCCCC1 (stereo not drawn)
40: CN1CCN(CCC(=O)Nc2ccccc2Cl)CC1

compound no.,33,34,35,36,37,38,39,40
RORA act,12,-5,0,16,3,7,-20,-9
TNAP act DEA,0.9,0.9,0.9,0.9,1.1,1,0.9,0.7
M1 antagonist,-0.2,0.33,0.3,-0.32,-1.9,-1.4,0.37,-0.34
NADH coupling,5%,3%,2%,13%,2%,2%,6%,3%
Fluor 339 460,0.96,1,1,2.7*,1.3,1.1,1.1,1.1
SF-1 act,-2,15,1,-8,-24,15,21,-7
Ecoli tolC,-18,28,-3,25,24,-2,-9,-4
M1 agonist,0.16,-0.78,0.37,0.044,-1.7,-0.92,-0.42,-1.5
Ec RNAP inh,8,3,9,8,10,4,8,8

41: N#Cc1nc(Cc2ccccc2)oc1NCc1cccnc1
42: COC(=O)c1ccc2c(=O)n(Cc3ccc4c(c3)OCO4)c(SCC(=O)N3CCCC3)nc2c1
43: CC1=C(C(=O)OC2CCCCC2)C(c2ccco2)n2ncnc2N1 (stereo not drawn)
44: CC(=O)N=c1sc2cc(C)ccc2n1C
45: Cc1cccc(C2CC(c3ccc(Br)cc3)Nc3nc(N)nn32)c1 (stereo not drawn)
46: O=C(CN1C(=O)C2C3C=CC(C3)C2C1=O)N1CC=C(c2ccccc2)CC1 (stereo not drawn)
47: CCn1c(SCc2cccc(C(F)(F)F)c2)nnc1-c1ccco1
48: C/C(N)=C(\C#N)C(=O)NCCc1ccccn1

compound no.,41,42,43,44,45,46,47,48
RORA act,8,-10,-17,-28,nt,2,-10,-11
TNAP act DEA,0.9,0.9,0.9,1,0.8,1,0.9,0.9
M1 antagonist,2,0.16,-0.73,0.54,0.18,-0.35,-0.43,0.5
NADH coupling,8%,7%,1%,2%,2%,7%,2%,5%
Fluor 339 460,1,1.1,1.1,1.1,1.1,1.1,0.96,1
SF-1 act,-6,-7,15,1,nt,7,-2,1
Ecoli tolC,6,1,16,-12,38,-22,3,-38
M1 agonist,-0.65,-1.7,2.7,-0.74,-0.8,-1.6,0.02,-0.61
Ec RNAP inh,2,8,4,16,1,8,7,2

49: CC1CCN(Cc2nc3c(c(=O)n(C)c(=O)n3C)n2CCN2CCOCC2)CC1
50: O=C(c1ccccc1)c1cccn1CC(=O)N1CCCCCC1
51: CC1(C)CC(=O)NC=C(c2ccccc2)C1
52: CCN(CC)CCN1C(=O)C(=O)/C(=C(/O)c2c(C)[nH]c(C(=O)OC)c2C)C1c1cccnc1 (stereo not drawn)

compound no.,49,50,51,52
RORA act,-14,-16,-19,-7
TNAP act DEA,0.9,1,0.9,0.9
M1 antagonist,0.68,-0.29,0.23,-0.26
NADH coupling,3%,6%,2%,1%
Fluor 339 460,1,1.1,1.1,1.1
SF-1 act,-3,-21,3,-5
Ecoli tolC,-14,1,-12,-16
M1 agonist,-0.66,-0.62,0.88,0.58
Ec RNAP inh,4,4,-7,4

Screening results (PubChem)
